Screens: PubChem BioAssay, several laboratories
UBC9 SUMO inh: blocks human SUMOylation mediated by UBC9. HTRF SUMOylation assay, SAE1/SAE2 + UBC9, in vitro. inhibition, % at 35 µM. 290,000 tested, 0.36% active. P63279. AID 2006; in the data active means inhibition above about 50%, passing the limit was not always enough; further: strong numbers were not always called active
Target sequence (P63279 whole entry, looked up): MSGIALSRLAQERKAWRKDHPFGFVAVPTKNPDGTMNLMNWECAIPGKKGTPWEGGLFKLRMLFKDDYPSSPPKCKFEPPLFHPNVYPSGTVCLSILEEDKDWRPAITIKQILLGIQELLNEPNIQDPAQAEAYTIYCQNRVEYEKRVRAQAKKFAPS
GalR3 antag: antagonists of human GalR3; 360,000 tested, 0.44% active; HEK293 GalR3-CNG cAMP membrane potential fluorescence; galR3 body fused to GalR1 C-terminus; inhibition, % at 3 µM; AID 651719; O60755;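 active means inhibition above the screen-wide average plus 3 SD, cut at about 13% in these data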;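 further: forskolin and galanin both at EC90 stimulate the cells; cAMP rise reported by CNG channel membrane potential dye signal; 0% = forskolin plus galanin with DMSO and 100% = forskolin alone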
Target sequence (O60755 1-299 limits assumed): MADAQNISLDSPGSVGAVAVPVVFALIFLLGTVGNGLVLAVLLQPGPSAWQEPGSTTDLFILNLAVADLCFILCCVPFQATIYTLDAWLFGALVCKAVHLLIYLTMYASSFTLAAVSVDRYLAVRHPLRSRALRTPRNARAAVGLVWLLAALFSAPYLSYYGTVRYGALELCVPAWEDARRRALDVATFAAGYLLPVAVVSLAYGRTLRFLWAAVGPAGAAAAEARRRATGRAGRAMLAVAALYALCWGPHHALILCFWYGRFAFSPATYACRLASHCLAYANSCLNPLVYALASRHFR
MEKK3 PB1 HTS: MEKK3-MEK5 PB1 interaction, increase or decrease | Q99759 | bead-based flow cytometry, Alexa488-MEK5 binding to MEKK3; actives lie on both sides; 0 = blocked by unlabeled MEK5, 100 = vehicle | binding response (% of control), % at 10 µM | 290,000 tested, 1.4% active | AID 1529;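 active means binding response more than 3 SD above or below the average of its plate-row segment, actives on both sides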;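 further: Alexa488 bead fluorescence after subtracting the streptavidin-only scavenger bead signal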
Target sequence (Q99759 whole entry, looked up): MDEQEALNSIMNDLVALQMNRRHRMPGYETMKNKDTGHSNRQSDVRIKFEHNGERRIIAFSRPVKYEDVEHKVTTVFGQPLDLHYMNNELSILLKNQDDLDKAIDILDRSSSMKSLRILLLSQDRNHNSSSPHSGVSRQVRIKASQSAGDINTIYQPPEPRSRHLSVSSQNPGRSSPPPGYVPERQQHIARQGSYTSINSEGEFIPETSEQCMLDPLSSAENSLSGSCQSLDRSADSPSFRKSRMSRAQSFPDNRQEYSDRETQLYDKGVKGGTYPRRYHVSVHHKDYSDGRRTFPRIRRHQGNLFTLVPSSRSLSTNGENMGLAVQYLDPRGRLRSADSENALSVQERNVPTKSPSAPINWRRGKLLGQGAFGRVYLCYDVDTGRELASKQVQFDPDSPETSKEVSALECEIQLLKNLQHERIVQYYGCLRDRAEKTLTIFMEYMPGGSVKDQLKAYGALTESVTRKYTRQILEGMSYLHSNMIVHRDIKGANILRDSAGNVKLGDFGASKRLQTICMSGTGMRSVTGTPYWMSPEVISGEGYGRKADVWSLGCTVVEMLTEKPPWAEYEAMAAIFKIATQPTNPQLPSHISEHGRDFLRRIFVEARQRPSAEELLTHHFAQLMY
MEKK2 WT-MEK5: raises or lowers MEK5 binding to wildtype human MEKK2 PB1 domain | 290,000 tested, 1.1% active | bead flow cytometry, Alexa488-MEK5 binding to MEKK2 WT; actives lie on both sides | Q9Y2U5 | binding response (% of control), % at 10 µM; in the data active means binding response below about 67% or above about 130%
FID counter: fluorescent intercalator displacement, NS3 helicase counter-screen | inhibition, % at 7.9 µM | 290,000 tested, 0.17% active | AID 1845 | DNA fluorescent intercalator displacement, fluorescence; in the data active means inhibition above about 37%;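 further: 0% = vehicle and 100% = reference compound; higher means more ethidium bromide displaced from hairpin DNA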
CRFR2-BP ag: agonists of human CRF-binding protein/CRF-R2 receptor complex. HEK293 CRF-R2/CRF-BP, calcium dye fluorescence (FLIPR); percent of saturating CRF peptide response. activation, % at 13.2 µM. AID 588473. 350,000 tested, 0.46% active;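 active means activation of at least 50%, plus an integration ratio under a set limit after plate pattern correction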;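 further: plate controls were neutral control wells without compound for no effect and CRF at EC100 for full effect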
MEKK2mut PB1 HTS: signal of MEK5 binding to mutant human MEKK2 PB1 domain | bead flow cytometry, Alexa488-MEK5 binding to MEKK2 mutant | percent response, % at 10 µM | 290,000 tested, 0.35% active; in the data active means percent response above about 24%, passing the limit was not always enough; further: inactives centre near 1; some results filed as inactive read as strong as hits; reference of the scale not given here
CRFR2-BP antag: antagonists of CRF-binding protein/CRF-R2 receptor complex. HEK293 CRF-R2/CRF-BP, CRF-induced calcium fluorescence. inhibition, % at 11.8 µM. 350,000 tested, 0.59% active;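 active means inhibition of the ligand-induced calcium signal above about 50% at the single tested concentration, limit read from the data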
HCV NS3 hel inh: inhibitors of Hepatitis C virus NS3 helicase. 290,000 tested, 0.56% active. NS3 helicase DNA unwinding, Cy5 molecular beacon fluorescence. AID 1800. inhibition, % at 10.9 µM;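 active means inhibition above the mean of all tested compounds plus 3 SD, set per campaign, cut at about 35% in these data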;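 further: 0% = DMSO wells and 100% = thioflavine S control wells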
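Assay system: hepatitis C virus NS3 helicase domain fragment enzyme. Also added: annealed dual-labelled DNA beacon duplex, ATP-started. Timing: 1 h reaction at 25 °C, ATP-initiated. Technique: Cy5 fluorescence at 0 and 60 min, beacon hairpin quenching. Evaluation: % inhibition of unwinding. Replication: one well per compound.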
Starred values were filed as active, the others as inactive; . = no result given.

SMILES	UBC9 SUMO inh	GalR3 antag	MEKK3 PB1 HTS	MEKK2 WT-MEK5	FID counter	CRFR2-BP ag	MEKK2mut PB1 HTS	CRFR2-BP antag	HCV NS3 hel inh
CC(C)(C)c1ccc(C(=O)NNc2cc(Cl)cc(Cl)c2)cc1	3	-6	93	99	-10	1.6	-9	-23	2
CC1(C)CCc2cc(-c3ccn(S(=O)(=O)c4ccccc4Cl)n3)ccc2O1	-14	-8	100	103	-7	5.6	-3	-6	-3
COc1ccc(NC(C)=O)cc1NC(=O)CSc1nnc(-c2ccc(F)cc2)n1N	1	-4	102	101	-8	-0.5	2	-11	1
O=C(/C=C/Nc1ccc(Oc2ccccc2Cl)cc1)c1ccco1	11	0	105	99	-7	0.1	0	30	-18
Nc1nc(-c2ccc3c(c2)CCCC3)cs1	-2	2	104	105	-6	-2.8	2	15	4
O=C(Nc1csnn1)c1csnn1	0	3	55	60	-5	1.1	10	-12	1
O=C(NCc1cccs1)C(=O)NCC(c1ccco1)N1CCN(c2ccccc2F)CC1 (centres undefined)	-7	-3	99	97	-21	-0.1	-6	6	5
Cc1c(C(=O)Nc2ccc(S(N)(=O)=O)cc2)oc2ccc(Cl)cc12	22	-4	105	101	4	1.0	0	13	-4
O=C(NC1CCCN(c2ccc(C(F)(F)F)cn2)C1)c1cc(Cl)ccc1F (centres undefined)	-4	-4	104	107	-20	1.4	4	10	-19
O=C(Cn1nc2n(c1=O)-c1ccccc1SC2)N/N=C/c1cccs1	19	-4	102	106	-27	0.7	6	-9	-59
COc1ccc(C(=O)NC(=S)Nc2ccccc2N2CCCCC2)cc1[N+](=O)[O-]	-7	0	101	105	-8	-0.5	-1	-10	12
Cc1ccc(NC(=O)c2ccccc2[N+](=O)[O-])nc1	5	-3	91	91	1	-0.9	-3	2	0
CN(C)c1ccc(/C=N/n2c(-c3cccnc3)n[nH]c2=S)cc1	-2	-3	106	99	-9	-0.6	-1	-13	9
CCOC(=O)c1nnn(-c2nonc2-n2cccc2)c1CN1CCOCC1	5	-4	97	98	-18	-0.1	-1	9	6
COc1ccccc1CNC(=O)c1ccc(S(=O)(=O)N2CCCC2)cc1	24	-9	106	107	-12	-2.2	7	11	8
CC(=O)Nc1cccc(C(=O)N/N=C/c2cccnc2)c1	5	-7	94	96	-5	-0.9	-1	-1	3
COC(=O)Cc1[nH]n(-c2ccccc2)c(=O)c1C=Nc1ccc(C)cc1	7	1	103	104	-6	1.2	-1	-16	-2
O=C(Nc1ccc(Cl)c(Cl)c1)OCCNC(=O)c1cccc(Cl)c1	-18	0	98	100	5	4.5	10	10	-14
CCOc1ccc(-c2cn(-c3ccccc3OC)c(=S)[nH]2)cc1	-6	-7	106	111	-25	1.0	8	-10	28
O=C(c1ccccc1)N(Cc1cccc(Br)c1)C1CCS(=O)(=O)C1 (centres undefined)	.	2	99	98	-26	0.0	-6	-3	11

Profiles, looked up by structure. Order of screens: UBC9 SUMO inh, GalR3 antag, MEKK3 PB1 HTS, MEKK2 WT-MEK5, FID counter, CRFR2-BP ag, MEKK2mut PB1 HTS, CRFR2-BP antag, HCV NS3 hel inh
CCOC(=O)c1nnn(-c2nonc2-n2cccc2)c1CN1CCOCC1 as listed: 5, -4, 97, 98, -18, -0.1, -1, 9, 6
Nc1nc(-c2ccc3c(c2)CCCC3)cs1 as listed: -2, 2, 104, 105, -6, -2.8, 2, 15, 4

Going on with the list:
SMILES	UBC9 SUMO inh	GalR3 antag	MEKK3 PB1 HTS	MEKK2 WT-MEK5	FID counter	CRFR2-BP ag	MEKK2mut PB1 HTS	CRFR2-BP antag	HCV NS3 hel inh
COc1ccc(C(=O)N/N=C\c2coc3ccc(C)cc3c2=O)cc1	24	0	104	103	-13	-1.3	8	-11	14
CCN(CC)C(=O)c1ccc(Nc2nnc(-c3ccc(O)cc3)c3ccccc23)cc1	12	-11	102	96	-32	-0.3	0	5	-10
NC(=S)N/N=C/c1ccccc1OCCSc1ccc(Cl)cc1	5	-10	104	97	-13	1.5	-1	19	2
O=C(CCl)Nc1ccc(N2CCCCCC2)cc1	-17	-2	102	110	-6	0.0	0	-24	-5
COc1ccccc1N(CC(=O)NCCc1ccccc1)C(=O)CCC(=O)Nc1ccccn1	12	-9	102	98	-43	0.3	-4	0	-2
Cc1cccc(OCC(=O)NCCNC(=O)c2ccco2)c1	-8	-10	102	99	-6	-0.3	0	6	2
O=C(Nc1ccccc1)c1nsnc1C(=O)Nc1ccccc1	12	-5	104	101	-8	1.9	-3	3	-2
CCCCn1c(CN(Cc2ccccc2)Cc2ccccc2)nc2c1c(=O)n(C)c(=O)n2C	.	-1	96	96	-2	12	-4	45	6
Cn1c(SCC(=O)N2CCCCC2)nc2c(c1=O)SCC2	9	0	104	103	-6	0.9	2	-11	1
Cc1cccc(C)c1OCCCCCNCCO	17	-5	101	100	2	-0.6	4	-11	-5
Cc1cc(C(C)(C)C)oc1C(=O)O	-4	0	98	92	6	14	-10	3	-6
CN=C(c1ccc(C)cc1)n1c(=S)nc(-c2ccc(C)cc2)n(C)c1=S	3	8	102	89	-1	-3.7	-8	-18	3
Cc1ccc(C)c(S(=O)(=O)NC(Cc2c[nH]c3ccccc23)C(=O)O)c1 (centres undefined)	4	-6	104	90	-23	-5.9	-10	15	4
O=C(c1nn2c(C(F)(F)F)cc(-c3ccccc3)nc2c1Cl)N1CCN2CCCC2C1 (centres undefined)	6	-2	99	99	2	-0.8	5	-5	-4
CC(C)c1ccccc1NS(C)(=O)=O	4	.	93	88	8	.	-9	.	3
COc1cc(O)c(C(CC(=O)N2CCN(c3ccccc3)CC2)c2ccc3c(c2)OCO3)c(OC)c1 (centres undefined)	-14	-1	130*	153*	.	-2.0	0	-7	.
O=C(COc1ccccc1N1C(=O)C2C3C=CC(C3)C2C1=O)c1ccccc1 (centres undefined)	15	-2	96	98	-9	-1.6	-7	25	-1
CN(C)c1ccc(-c2cccc(C3CC=CC4C3C(=O)N(Cc3ccccc3)C4c3ccc(C(F)(F)F)cc3)c2)cc1 (centres undefined)	2	-4	101	101	.	1.3	2	1	.
NC1=NC(=O)/C(=C\c2ccc(-c3ccc(Cl)cc3)o2)S1	32	2	100	97	-17	0.7	-3	0	24
O=C(CCN1C(=O)C2C3CC(C(Br)C3Br)C2C1=O)OCC(=O)c1ccccc1 (centres undefined)	6	-8	59	59	-17	-2.5	-3	-7	-3

Shown in markdown: 13 of the compounds above
| molecule | UBC9 SUMO inh | GalR3 antag | MEKK3 PB1 HTS | MEKK2 WT-MEK5 | FID counter | CRFR2-BP ag | MEKK2mut PB1 HTS | CRFR2-BP antag | HCV NS3 hel inh |
| --- | --- | --- | --- | --- | --- | --- | --- | --- | --- |
| CC(C)(C)c1ccc(C(=O)NNc2cc(Cl)cc(Cl)c2)cc1 | 3 | -6 | 93 | 99 | -10 | 1.6 | -9 | -23 | 2 |
| CC1(C)CCc2cc(-c3ccn(S(=O)(=O)c4ccccc4Cl)n3)ccc2O1 | -14 | -8 | 100 | 103 | -7 | 5.6 | -3 | -6 | -3 |
| COc1ccc(NC(C)=O)cc1NC(=O)CSc1nnc(-c2ccc(F)cc2)n1N | 1 | -4 | 102 | 101 | -8 | -0.5 | 2 | -11 | 1 |
| O=C(/C=C/Nc1ccc(Oc2ccccc2Cl)cc1)c1ccco1 | 11 | 0 | 105 | 99 | -7 | 0.1 | 0 | 30 | -18 |
| Nc1nc(-c2ccc3c(c2)CCCC3)cs1 | -2 | 2 | 104 | 105 | -6 | -2.8 | 2 | 15 | 4 |
| O=C(Nc1csnn1)c1csnn1 | 0 | 3 | 55 | 60 | -5 | 1.1 | 10 | -12 | 1 |
| O=C(NCc1cccs1)C(=O)NCC(c1ccco1)N1CCN(c2ccccc2F)CC1 (centres undefined) | -7 | -3 | 99 | 97 | -21 | -0.1 | -6 | 6 | 5 |
| Cc1c(C(=O)Nc2ccc(S(N)(=O)=O)cc2)oc2ccc(Cl)cc12 | 22 | -4 | 105 | 101 | 4 | 1.0 | 0 | 13 | -4 |
| O=C(NC1CCCN(c2ccc(C(F)(F)F)cn2)C1)c1cc(Cl)ccc1F (centres undefined) | -4 | -4 | 104 | 107 | -20 | 1.4 | 4 | 10 | -19 |
| O=C(Cn1nc2n(c1=O)-c1ccccc1SC2)N/N=C/c1cccs1 | 19 | -4 | 102 | 106 | -27 | 0.7 | 6 | -9 | -59 |
| COc1ccc(C(=O)NC(=S)Nc2ccccc2N2CCCCC2)cc1[N+](=O)[O-] | -7 | 0 | 101 | 105 | -8 | -0.5 | -1 | -10 | 12 |
| Cc1ccc(NC(=O)c2ccccc2[N+](=O)[O-])nc1 | 5 | -3 | 91 | 91 | 1 | -0.9 | -3 | 2 | 0 |
| CN(C)c1ccc(/C=N/n2c(-c3cccnc3)n[nH]c2=S)cc1 | -2 | -3 | 106 | 99 | -9 | -0.6 | -1 | -13 | 9 |

Following part.
SMILES	UBC9 SUMO inh	GalR3 antag	MEKK3 PB1 HTS	MEKK2 WT-MEK5	FID counter	CRFR2-BP ag	MEKK2mut PB1 HTS	CRFR2-BP antag	HCV NS3 hel inh
CN1CCc2c(sc3c2C(=O)NC(/C=C\c2ccccc2)N3)C1 (centres undefined)	10	-1	114	125	-5	17	26	-10	5
Cc1cc(C)cc(NC(=O)CN2C(=O)COc3ccc(S(=O)(=O)N4CCCC4)cc32)c1	-4	5	96	92	-32	-1.4	-5	-21	3
CCCCNC(=O)N1CCN(c2ccccc2OCC)CC1	10	-8	102	89	-13	-1.9	-9	9	5
CCOc1cc(CNc2ccc3c(c2)OCCO3)cc(Br)c1OCC	-8	1	90	97	3	-0.2	-13	21	-3
O=C(Nc1ncccn1)C12CC3CC(CC(C3)C1)C2	22	-3	95	94	-7	1.2	-8	7	0
O=C(O)C1C2C=CC(C2)C1C(=O)NCc1ccco1 (centres undefined)	4	-2	100	99	0	0.8	1	17	14
COc1ccc(CNC(=S)Nc2ccccc2C)cc1	-14	7	85	89	-1	-1.6	-6	-2	0
Cc1ccc2[nH]c(C(=O)O)c(-c3ccccc3)c2c1	14	2	95	99	-14	-1.0	1	7	21
Cc1cccc(N=Nc2ccc(O)c3ncccc23)c1	-119	-4	98	93	-1	-0.3	0	22	-4
COc1ccc(Cl)cc1S(=O)(=O)N1CCN(c2ccc(F)cc2)CC1	7	-6	96	98	-9	1.1	0	2	-1
COc1nc(C)ccc1-c1noc(-c2ccncc2)n1	2	-8	99	101	-2	0.2	0	-3	1
Cc1onc(-c2ccccc2)c1C(=O)NC(C)C	13	3	100	102	-1	0.4	2	1	0
CCCC(=O)Nc1ccc2nc(SCC(=O)Nc3ccc(N4CCOCC4)c(Cl)c3)sc2c1	-27	-4	.	.	-9	-0.5	.	4	-18
COc1cc(OC)cc(-c2n[nH]c(=S)n2-c2ccc3c(c2)OCCO3)c1	0	-3	103	102	-11	-0.4	0	-6	12
CC(=O)NC(CC(=O)NCc1ccncc1)c1ccccc1 (centres undefined)	-11	-2	105	106	-10	-0.3	12	2	12
COC(=O)c1ccc(NC(=O)NS(=O)(=O)c2ccc(C)cc2)cc1	-12	-7	105	103	0	0.9	7	-7	-6
CCc1ccc(C2C(C#N)=C(N)SC(N)=C2C#N)s1	24	.	94	87	2	19	-2	-12	22
COc1ccc(C(=O)NCCONC(=O)c2ccc(OC)cc2)cc1	-7	0	103	101	-17	2.4	0	-2	2

An excerpt; the hit share may differ from the screen's.
